MrgX1 ag = agonists of human MrgX1 receptor; MrgX1-HEK293 cells, Fluo-4 calcium fluorescence, agonist mode; stronger effect = higher value; B-score at 10 µM; hit rate 0.44% among 310,000;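 active = calcium response B-score plate-corrected fluorescence ratio at least 3 library SD, with starting fluorescence B-score inside 5 SD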
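Material: MrgX1-expressing HEK293 cells / Dosing: compound as first of three additions / Incubation: overnight seeding, then 1 h dark dye loading / Signal: Fluo-4 NW calcium fluorescence / Evaluation: B-scored fluorescence response ratio / Benchmarks: positive and negative control wells on each plate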
ANO1 activ = activators or potentiators of mouse TMEM16A chloride channel; B-score at 10 µM; hit rate 0.3% among 340,000; Q8BHY3; HEK293 TMEM16A/YFP-H148Q/I152L, iodide quench fluorescence; stronger effect = lower value;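 active = fluorescence-ratio B-score plate-corrected deviation score at least 3 library SD below zero, with starting fluorescence score within 5 deviations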;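 also: channel opened by trigger with iodide after compound preincubation; score built on the fluorescence ratio of max minus min over baseline; more negative score means more quench and so TMEM16A activation or potentiation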
Target sequence (Q8BHY3 whole entry, looked up): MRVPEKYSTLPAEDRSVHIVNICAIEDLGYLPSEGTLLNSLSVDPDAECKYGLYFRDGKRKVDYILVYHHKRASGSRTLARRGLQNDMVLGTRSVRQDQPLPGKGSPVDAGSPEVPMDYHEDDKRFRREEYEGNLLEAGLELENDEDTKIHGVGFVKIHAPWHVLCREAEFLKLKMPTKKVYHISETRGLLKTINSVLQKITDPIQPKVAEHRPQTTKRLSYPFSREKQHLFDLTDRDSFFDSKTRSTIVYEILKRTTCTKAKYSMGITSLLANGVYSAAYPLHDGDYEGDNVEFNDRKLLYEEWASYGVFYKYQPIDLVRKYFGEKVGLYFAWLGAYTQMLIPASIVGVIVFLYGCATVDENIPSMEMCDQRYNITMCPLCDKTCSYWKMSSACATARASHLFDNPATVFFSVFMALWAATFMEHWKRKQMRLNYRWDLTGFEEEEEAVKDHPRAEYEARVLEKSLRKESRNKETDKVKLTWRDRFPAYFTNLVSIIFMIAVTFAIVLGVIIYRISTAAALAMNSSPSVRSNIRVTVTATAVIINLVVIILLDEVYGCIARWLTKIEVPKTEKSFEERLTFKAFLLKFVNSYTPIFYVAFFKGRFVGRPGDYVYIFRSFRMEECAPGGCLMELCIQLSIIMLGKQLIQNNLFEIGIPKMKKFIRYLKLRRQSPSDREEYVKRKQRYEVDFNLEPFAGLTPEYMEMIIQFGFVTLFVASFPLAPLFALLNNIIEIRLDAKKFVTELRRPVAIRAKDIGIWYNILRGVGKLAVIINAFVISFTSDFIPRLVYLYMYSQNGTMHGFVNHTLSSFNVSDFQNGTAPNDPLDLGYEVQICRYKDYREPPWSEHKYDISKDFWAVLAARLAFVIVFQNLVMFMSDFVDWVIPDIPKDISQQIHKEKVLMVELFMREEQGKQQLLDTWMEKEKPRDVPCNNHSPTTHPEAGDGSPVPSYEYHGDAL
MrgX1 allo act = allosterically activates human MrgX1 receptor signaling | Q96LB2 | MrgX1-HEK293, Fluo-4 calcium flux, FDSS; stronger effect = higher value | B-score at 10 µM | hit rate 0.63% among 310,000 | AID 588675;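 active = plate-corrected calcium response at least 3 library SD above typical, normal starting fluorescence, not activating the receptor alone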;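 also: compound read alongside a low EC10 to EC30 dose of BAM8-22 agonist; peak minus trough fluorescence over baseline measured at the second addition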
MrgX1 antagonist = blocks BAM8-22 activation of human MrgX1 receptor. Q96LB2. MRGX1-HEK293 calcium flux, Fluo-4, BAM8-22 antagonism; stronger effect = lower value. B-score at 10 µM. hit rate 1.3% among 310,000;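 active = calcium-response B-score plate-corrected more than 3 library SD below zero, starting fluorescence within 5 deviations, no agonist response on first addition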;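 also: peak minus trough fluorescence over baseline after final BAM8-22 challenge near maximal dose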
TMEM16A inh = mouse TMEM16A channel inhibition, primary screen; HEK293 TMEM16A/YFP iodide influx fluorescence, ionomycin; normalized B-score (activity score, 25-100; higher = stronger inhibition) at 10 µM; hit rate 1.2% among 310,000;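 active = ratio plate-corrected score three or more library SD toward inhibition, starting fluorescence score within five deviations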;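 also: score derived from kinetic fluorescence span divided by baseline fluorescence per well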
* hit, by the source's call; i = inactive; x = no result given. The list is partial; rates above refer to the full screens.

1	Cc1ccc(Cl)c(Cn2cnc3c(cnn3C(C)(C)C)c2=O)c1F
2	N#Cc1ccc(S(=O)(=O)N2CCN(Cc3cccs3)CC2)cc1
3	CC(OC(=O)C1CCN(S(=O)(=O)c2ccc(C(C)(C)C)cc2)CC1)C(=O)N(C)C1CCCCC1 (centres undefined)
4	O=C(O)C(Cc1ccccc1[N+](=O)[O-])N1C(=O)c2ccccc2C1=O (centres undefined)
5	CCN(CC(=O)Nc1c(F)cccc1F)C(=O)c1ccc(S(=O)(=O)N2CCCCCC2)cc1
6	CSCCC1NC(=O)C(C(C)=Nc2ccccc2)=C1O (centres undefined)
7	Cc1ccc(/C=C/C(=O)OCC(=O)NC(=O)NCc2ccccc2)cc1
8	CCN(C(=O)c1ccc2c(c1)OCO2)C12CC3CC(CC(C3)C1)C2

Assay by compound | 1 | 2 | 3 | 4 | 5 | 6 | 7 | 8
MrgX1 allo act | x | x | x | x | x | x | x | x
ANO1 activ | i | i | i | i | i | i | i | i
TMEM16A inh | x | x | x | x | x | x | x | x
MrgX1 antagonist | x | x | x | x | x | x | x | x
MrgX1 ag | x | x | x | x | x | x | x | x

Reprinted from the part before: four entries, followed by the next part.
5	CCN(CC(=O)Nc1c(F)cccc1F)C(=O)c1ccc(S(=O)(=O)N2CCCCCC2)cc1
6	CSCCC1NC(=O)C(C(C)=Nc2ccccc2)=C1O (centres undefined)
7	Cc1ccc(/C=C/C(=O)OCC(=O)NC(=O)NCc2ccccc2)cc1
8	CCN(C(=O)c1ccc2c(c1)OCO2)C12CC3CC(CC(C3)C1)C2
9	COC(C[C@H]1O[C@@H]1[C@H](O)COCc1ccccc1)OC
10	CCNC(=O)c1c(NC(=O)c2cc(-c3cc(C)cc(C)c3O)n[nH]2)sc2c1CCCC2
11	O=C(NCC1COc2ccccc2O1)c1cc(S(=O)(=O)N2CCOCC2)ccc1F (centres undefined)
12	CCOc1ccc2oc(C(=O)OCC(=O)NCc3ccc(OC)cc3)c(C)c2c1
13	O=C1NC2(CCCCC2)OC12CCCCC2
14	CC(=O)C[C@H](O)CC(=O)[C@H]1OC(=O)CCCCCCCc2ccccc21
15	COc1cccc(NC(=O)CN2C(=O)NC3(CCCCCC3)C2=O)c1
16	O=C(CCNC(=O)c1ccc(Br)cc1)Nc1nc2ccccc2[nH]1

Assay by compound | 5 | 6 | 7 | 8 | 9 | 10 | 11 | 12 | 13 | 14 | 15 | 16
MrgX1 allo act | x | x | x | x | x | x | x | x | x | x | x | x
ANO1 activ | i | i | i | i | i | i | i | i | i | i | i | i
TMEM16A inh | x | x | x | x | x | x | x | x | x | x | x | x
MrgX1 antagonist | x | x | x | x | x | x | x | x | x | x | x | x
MrgX1 ag | x | x | x | x | x | x | x | x | x | x | x | x

17	O=C(CSc1nccc(=O)[nH]1)NC1CCCCCC1
18	Cc1cc(C)n2nc(C(=O)OCC(=O)Nc3ccc(C)c(S(=O)(=O)N(C)C)c3)nc2n1
19	O=C(/C=C/c1ccc2c(c1)OCO2)c1ccc(O)cc1O
20	NCCCC[C@H]1NC(=O)[C@H](CCC(=O)O)NC(=O)c2cc([N+](=O)[O-])cc(I)c2OCC[C@@H](C(N)=O)NC1=O
21	COc1ccc(-c2cc(OC(=O)c3ccc(F)cc3)c3c(C)oc(C)c3c(=O)c2)cc1
22	O=C(O)C1=CC(=C(c2ccc(O)c(C(=O)O)c2)c2ccc(O)c(C(=O)O)c2)C=CC1=O
23	C#CCOCCOCCOCCNc1nc(N2CCN(C(=O)CCCCCCCCCCNC(=O)[C@H]([C@@H](C)CC)n3cc(CCCCN=C(N)N)nn3)CC2)nc(N2CCN(C(=O)CCCCCCCCCCNC(=O)[C@H](CCCCN)n3cc(C[C@@H](C)CC)nn3)CC2)n1
24	O=C(O)CCCNc1cc(N2CCC3(CC2)OCCO3)c2noc3c2c1C(=O)c1ccccc1-3

Assay by compound | 17 | 18 | 19 | 20 | 21 | 22 | 23 | 24
MrgX1 allo act | x | x | x | i | i | i | i | i
ANO1 activ | i | i | i | x | x | x | x | x
TMEM16A inh | x | x | x | i | i | i | i | i
MrgX1 antagonist | x | x | x | i | i | i | i | i
MrgX1 ag | x | x | x | i | i | i | 61* | i

25	O=C(CN1CCN(c2ccccn2)CC1)N(c1ccccc1)c1ccc2ccccc2c1
26	COC(=O)[C@@]12OC[C@]34[C@H]([C@@H](O)[C@@H]1O)[C@@]1(C)C(=O)C(O[C@@H]5OC(CO)[C@@H](O)[C@@H](O)[C@@H]5O)=C[C@@H](C)[C@@H]1C[C@H]3OC(=O)[C@H](OC(=O)/C=C(\C)C(C)(C)OC(C)=O)[C@@H]24 (some centres undefined)
27	C#CCOCCOCCOCCNc1nc(N2CCN(C(=O)CCCCCCCCCCNC(=O)[C@H](CCCN=C(N)N)n3cc(C[C@@H](C)CC)nn3)CC2)nc(N2CCN(C(=O)CCCCCCCCCCNC(=O)[C@@H]([C@H](C)CC)n3cc(CCCCCN)nn3)CC2)n1
28	C[C@@H](C(=O)NCc1ccc(S(C)(=O)=O)cc1)[C@H]1C[C@]1(C)[C@H](NC(=O)OCc1ccccc1)c1ccccc1
29	O=C(COC(=O)c1ccncc1)Nc1cc(Cl)c(Cl)cc1Cl
30	CCc1c(C)[nH]c2ccccc2c1=O
31	CC1(C)Cc2c(C#N)c(N3CCN(C(=O)c4ccccc4)CC3)nc(-c3ccco3)c2CS1
32	C#CCOCCOCCOCCNc1nc(N2CCN(C(=O)CCCCCCCCCCNC(=O)[C@@H](CCSC)n3cc(CCO)nn3)CC2)nc(N2CCN(C(=O)CCCCCCCCCCNC(=O)[C@H]([C@@H](C)CC)n3cc(CCCCCN)nn3)CC2)n1

Assay by compound | 25 | 26 | 27 | 28 | 29 | 30 | 31 | 32
MrgX1 allo act | i | i | i | i | i | i | i | 15*
ANO1 activ | x | x | x | x | x | x | x | x
TMEM16A inh | i | i | 25* | i | i | i | i | 100*
MrgX1 antagonist | i | i | i | i | i | i | i | i
MrgX1 ag | i | i | 51* | i | i | i | i | i

33	CCCCc1nc(NCCNC(=O)c2ccco2)c(C#N)c2c1CSC(C)(C)C2
34	CCCCOC(=O)NS(=O)(=O)c1sc(CC(C)C)cc1-c1ccc(Cn2c(CC)nc3c(C)cc(C)nc32)cc1
35	S=c1[nH]nc(-c2ccco2)n1Cc1ccccc1
36	CCOC(=O)CNC(=O)c1cc(C)oc1C
37	C=C(NC(=O)C(=C)NC(=O)c1csc(C2=NC3c4csc(n4)C4NC(=O)c5csc(n5)C([C@@](C)(O)C(C)O)NC(=O)C5CSC(=N5)/C(=C\C)NC(=O)C(C(C)O)NC(=O)c5csc(n5)[C@]3(CC2)NC(=O)C(C)NC(=O)C(=C)NC(=O)C(C)NC(=O)C(C(C)CC)NC2C=Cc3c(C(C)O)cc(nc3C2O)C(=O)OC4C)n1)C(N)=O (some centres undefined)
38	COC(=O)CSc1ncnc2c1sc1nc(-c3ccco3)c3c(c12)CC(C)(C)OC3
39	CC[C@H](C)[C@@H]1NC(=O)c2cc([N+](=O)[O-])cc(I)c2NCC[C@@H](C(N)=O)NC(=O)[C@H](CCCN=C(N)N)NC1=O
40	C#CCOCCOCCOCCNc1nc(N2CCN(C(=O)CCCCCCCCCCNC(=O)[C@H]([C@@H](C)CC)n3cc(CCCCN=C(N)N)nn3)CC2)nc(N2CCN(C(=O)CCCCCCCCCCNC(=O)[C@H](CCCCN)n3cc(C)nn3)CC2)n1

Assay by compound | 33 | 34 | 35 | 36 | 37 | 38 | 39 | 40
MrgX1 allo act | i | i | i | i | i | i | i | i
ANO1 activ | x | x | x | x | x | x | x | x
TMEM16A inh | i | i | i | i | i | i | i | i
MrgX1 antagonist | i | i | i | i | i | i | i | i
MrgX1 ag | i | i | i | i | i | i | i | 122*

Part of the list above in order of molecular weight, low to high:
36	CCOC(=O)CNC(=O)c1cc(C)oc1C
34	CCCCOC(=O)NS(=O)(=O)c1sc(CC(C)C)cc1-c1ccc(Cn2c(CC)nc3c(C)cc(C)nc32)cc1
39	CC[C@H](C)[C@@H]1NC(=O)c2cc([N+](=O)[O-])cc(I)c2NCC[C@@H](C(N)=O)NC(=O)[C@H](CCCN=C(N)N)NC1=O

Assay by compound | 36 | 34 | 39
MrgX1 allo act | i | i | i
ANO1 activ | x | x | x
TMEM16A inh | i | i | i
MrgX1 antagonist | i | i | i
MrgX1 ag | i | i | i

Further records.
41	CCN(CC)c1ccc2cc(-c3nc(-c4ccc(OC)cc4)cs3)c(=O)oc2c1
42	CCCCNC(=O)Oc1c(Br)cc2sc(=O)oc2c1Br
43	CC(=O)Nc1ccc(S(=O)(=O)N2CCC(NC(=O)C(Cc3cccn3C)NC(C)=O)CC2)cc1 (centres undefined)
44	Cc1ccc(S(=O)(=O)/N=C2/C=C(Sc3ncn[nH]3)C(=O)c3ccccc32)c(C)c1
45	Cc1occc1-c1nnc(SCc2cc(=O)n3cc(Br)ccc3n2)n1C
46	COC(=O)[C@@]1(Cc2ccc(F)cc2)[C@H]2c3cc(C(=O)N(C)C)n(Cc4ccccc4)c3C[C@H]2CN1C(=O)c1ccccc1
47	COC(=O)[C@@]1(Cc2ccccc2)[C@H]2c3cc(C(=O)N4CCCC4)n(Cc4ccsc4Br)c3C[C@H]2CN1C(=O)c1ccccc1
48	COc1ccc(-c2[nH]nc3c2C(c2ccc(OC(=O)N4CCOCC4)cc2)C(C#N)=C(N)O3)cc1 (centres undefined)

Assay by compound | 41 | 42 | 43 | 44 | 45 | 46 | 47 | 48
MrgX1 allo act | i | i | i | i | i | i | i | i
ANO1 activ | x | x | x | x | x | x | x | x
TMEM16A inh | i | i | i | i | i | i | i | i
MrgX1 antagonist | i | i | i | i | i | i | i | i
MrgX1 ag | i | i | i | i | i | i | i | i

49	C#CCOCCOCCOCCNc1nc(N2CCN(C(=O)CCCCCCCCCCNC(=O)[C@H]([C@@H](C)CC)n3cc(CCCCN=C(N)N)nn3)CC2)nc(N2CCN(C(=O)CCCCCCCCCCNC(=O)[C@H](CCCN=C(N)N)n3cc(C[C@@H](C)CC)nn3)CC2)n1
50	O=C1OC2(c3ccccc31)c1cc(I)c(O)c(I)c1Oc1c2cc(I)c(O)c1I
51	CCCn1nc(-c2ccccc2)c2nc3ccccc3nc21
52	C/C(=N\n1nnnc1Nc1ccccc1)c1ccc(N)cc1
53	Cc1sc2c(c1C)CN(C1CC(C)(C)NC(C)(C)C1)CN2C(=O)c1ccco1
54	COc1ccc(CC(=O)N2CCN(c3ccccn3)CC2)cc1OC
55	NC(=O)CC[C@@H]1NC(=O)[C@H](CO)NC(=O)c2cc([N+](=O)[O-])cc(I)c2NCCC[C@@H](C(N)=O)NC(=O)[C@H](Cc2ccc(O)cc2)NC1=O
56	COc1ccc(C2C=C(c3cccs3)Nc3nc(CCCO)nn32)cc1 (centres undefined)

Assay by compound | 49 | 50 | 51 | 52 | 53 | 54 | 55 | 56
MrgX1 allo act | i | i | i | i | i | i | i | i
ANO1 activ | x | x | x | x | x | x | x | x
TMEM16A inh | 25* | i | i | i | i | i | i | i
MrgX1 antagonist | i | i | i | i | i | i | i | i
MrgX1 ag | 33* | i | i | i | i | i | i | i

57	CCC(=O)N1CCc2cc(S(=O)(=O)CCC(=O)Nc3c(C)n(C)n(-c4ccccc4)c3=O)ccc21
58	COC(=O)[C@@]1(Cc2ccc(OC)cc2)[C@H]2c3cc(C(=O)N(C)C)n(C[C@H](O)CO)c3C[C@H]2CN1C(=O)c1ccccc1
59	COc1cccc(CCN2C(=O)C(=O)N([C@@H](CNCc3ccccc3)Cc3ccccc3F)C[C@@H]2C(C)(C)C)c1
60	NC(=O)[C@@H]1CCCNc2c(I)cc([N+](=O)[O-])cc2C(=O)N[C@@H](CO)C(=O)NCC(=O)N1
61	CCOC(=O)C1=C(C)N(CCCCCC(=O)O)C(=O)NC1c1ccccc1OC(=O)c1cccs1 (centres undefined)

Assay by compound | 57 | 58 | 59 | 60 | 61
MrgX1 allo act | i | i | i | i | i
ANO1 activ | x | x | x | x | x
TMEM16A inh | i | i | i | i | i
MrgX1 antagonist | i | i | i | i | i
MrgX1 ag | i | i | i | i | i

Bioassay records from PubChem.
